Rat MKP-3 inhibitors: inhibition of rat DUSP6 enzyme activity – biochemical, in vitro, primary screen (AID 425) | recombinant MKP-3 phosphatase activity, fluorescence; higher % means a stronger effect | 110,000 compounds, 0.17% hits | one-dose inhibition, % at 20 µM; IC50 in µM for titrated hits; in the data active = inhibition above about 50%;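 note: plate controls were vehicle for no effect and reference inhibitor for full effect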
Hsp70 displacement: Hsp70 inhibitors, probe displacement, primary screen, biochemical, fluorescence polarization (AID 583) | Hsp70 fluorescence polarization probe displacement, mP; higher % means a stronger effect | one-dose displacement, % at 20 µM; IC50 in µM for titrated hits | 140,000 compounds, 0.06% hits; in the data active = displacement above about 50%;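 note: plate controls were vehicle for no effect and reference ligand for full effect; a part of the inactive calls stands beside numbers as strong as those of hits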
* hit, by the source's call; · = not tested or not shown; & = joins results of further samples.

SMILES	Rat MKP-3 inhibitors	Hsp70 displacement
Cc1ccc(C(=O)Nc2ccccc2C(=O)N2CCC(C)CC2)cc1	2.1%	-0.8%
Cc1nc2ncnn2c(C)c1Cc1ccc(Cl)cc1F	2.0%	-0.2%
CC1(C)CC(=O)C2=C(C1)Nc1ccccc1NC2c1ccc2c(c1)OCO2 (centres undefined)	-18.4%	6.1%
Cc1c(NC(=O)CCCN2C(=O)/C(=C/c3ccccc3)SC2=S)c(=O)n(-c2ccccc2)n1C	-0.2%	0.4%
COc1cccc(-c2cc(C(=O)Nc3ncccn3)c3ccccc3n2)c1	2.4%	-3.4%
COc1cccc(C(=O)Nc2ccc(S(=O)(=O)Nc3onc(C)c3C)cc2)c1	-17.7%&2.4%	4.7%&-5.8%
Cc1ccccc1-n1c(SCc2c(C)noc2C)nnc1-c1c[nH]c2ccccc12	-6.5%	5.9%
Cc1ccc(S(=O)(=O)NCCCCCC(=O)Nc2nccs2)cc1	-12.9%	4.6%
COc1cccc(-c2nc3n(n2)C(c2ccc4c(c2)OCO4)C(C(N)=O)=C(C)N3)c1 (centres undefined)	-2.2%	-3.6%
Oc1ccc(Br)cc1-c1nc2cnccn2c1NC1CCCCC1	·	-3.4%
CCN(CC)c1ccc(N=Cc2ccccc2[N+](=O)[O-])cc1	7.6%	-0.2%
CCCC12CN3CC(C)(CN(C1)C3c1ccc(OC)cc1)C2=O (centres undefined)	-2.4%	2.2%

Ordered by molar mass (high to low): some entries from above.
SMILES	Rat MKP-3 inhibitors	Hsp70 displacement
Cc1c(NC(=O)CCCN2C(=O)/C(=C/c3ccccc3)SC2=S)c(=O)n(-c2ccccc2)n1C	-0.2%	0.4%
Oc1ccc(Br)cc1-c1nc2cnccn2c1NC1CCCCC1	·	-3.4%
CC1(C)CC(=O)C2=C(C1)Nc1ccccc1NC2c1ccc2c(c1)OCO2 (centres undefined)	-18.4%	6.1%

More compounds follow:
SMILES	Rat MKP-3 inhibitors	Hsp70 displacement
Fc1ccc(CSc2nnc(Cc3sc(-c4ccccc4)nc3-c3ccccc3)o2)cc1	·	-1.6%
COc1ccc(/C=C/c2ccncc2)cc1OC	·	-1.3%
O=C(NCc1cccnc1)C1CCN(S(=O)(=O)c2cccs2)CC1	-3.6%	-3.6%
O=C(O)C1C2CCC(C2)C1C(=O)Nc1nc2ccc(F)cc2s1 (centres undefined)	0.7%	2.0%
CN1C(=O)CC(N2CCC(c3nc4ccccc4[nH]3)CC2)C1=O (centres undefined)	-0.9%	1.7%
O=C(Nc1ccccc1N1CCCCC1)c1ncoc1-c1ccc(F)cc1	-7.7%	-1.4%
CN1/C(=C/C2CC(=O)N(c3cccc4ccccc34)C2=O)C(C)(C)c2ccccc21 (centres undefined)	·	-26.9%
CC(C)(C)NC(=O)CN(C(=O)CNS(=O)(=O)c1ccccc1)c1ccc2c(c1)OCCO2	·	-1.7%
O=C(NCc1cccs1)c1nc2ncccn2n1	-7.5%	2.3%
O=C1c2ccccc2C(=O)N1CCOCCN1C(=O)c2ccccc2C1=O	-16.1%	-5.7%
O=C(COc1ccc(Cl)cc1Br)NNC(=O)C(=O)N1CCCCC1	1.0%	-0.6%
CCOC(=O)c1[nH]c(C)c(CN(CCc2ccc(OC)c(OC)c2)C(=O)CCCC(=O)O)c1C	3.8%	4.0%
N#C/C(=C\c1ccc(Sc2ccccc2)o1)c1ccccc1	3.6%	-1.3%
CC(C)C(=O)N1c2ccccc2NC2=C(C(=O)CCC2)C1c1ccc(N(C)C)cc1 (centres undefined)	5.1%	0.8%
CCOc1cc(/C=C2/C(=O)NC(=O)N(c3ccc(OC)cc3)C2=O)ccc1OCCOc1ccc([N+](=O)[O-])cc1	2.6%	-3.6%
O=C(NC1C2CC3CC(C2)CC1C3)C(c1ccccc1)c1ccccc1 (centres undefined)	2.1%	-1.7%
COc1c(Cl)cc(C(=O)Nc2cccc(S(N)(=O)=O)c2)cc1Cl	1.9%	-2.8%
O=S(=O)(c1ccc(Oc2ncnc3scc(-c4ccccc4)c23)cc1)N1CCOCC1	-1.8%	-2.5%
CN(C)c1nc(N)nc(CSc2nnnn2C)n1	-2.6%	8.1%
CCN1CCCC1CNC(=O)Cn1ncc2c(=O)oc3ccc(C)cc3c21 (centres undefined)	-10.0%	0.7%
CCOc1ccc(NC(=O)Cn2nnc(-c3ccccc3F)n2)cc1	-6.2%	7.9%
CO/N=C(\Cn1ncc(N2CCCC2)c(Br)c1=O)c1ccc(Cl)cc1	·	7.4%
O=C(CSc1nc2ccccc2o1)NCC(=O)c1ccccc1	-11.1%&1.6%	-0.8%&-2.6%
CCOC(=O)C1CCN(C2CC(=O)N(c3ccc(OCC)cc3)C2=O)CC1 (centres undefined)	-7.5%	8.6%

Four successive records already listed, for reference:
SMILES	Rat MKP-3 inhibitors	Hsp70 displacement
O=S(=O)(c1ccc(Oc2ncnc3scc(-c4ccccc4)c23)cc1)N1CCOCC1	-1.8%	-2.5%
CN(C)c1nc(N)nc(CSc2nnnn2C)n1	-2.6%	8.1%
CCN1CCCC1CNC(=O)Cn1ncc2c(=O)oc3ccc(C)cc3c21 (centres undefined)	-10.0%	0.7%
CCOc1ccc(NC(=O)Cn2nnc(-c3ccccc3F)n2)cc1	-6.2%	7.9%

Structural class, the compounds so far with bromine (three)
SMILES	Rat MKP-3 inhibitors	Hsp70 displacement
Oc1ccc(Br)cc1-c1nc2cnccn2c1NC1CCCCC1	·	-3.4%
O=C(COc1ccc(Cl)cc1Br)NNC(=O)C(=O)N1CCCCC1	1.0%	-0.6%
CO/N=C(\Cn1ncc(N2CCCC2)c(Br)c1=O)c1ccc(Cl)cc1	·	7.4%

Later entries:
SMILES	Rat MKP-3 inhibitors	Hsp70 displacement
CCOCCc1nnc(NC(=O)CSc2ccccc2)s1	-12.6%	-4.5%
Cc1nc(=O)c(-c2ccccc2)c(C)n1-c1ccc(OCC(=O)O)cc1	-1.0%	3.7%
CC(C)c1ncc(C(O)c2cccc3ccccc23)n1C (centres undefined)	-11.0%	4.2%
COc1cccc(C2=NOC(C(=O)NCc3ccc(F)cc3)C2)c1 (centres undefined)	-6.2%	-0.2%
CCCCCCn1c(N2CCN(c3cccc(Cl)c3)CC2)nc2c1c(=O)[nH]c(=O)n2C	-2.7%	1.1%
Cc1ccc(C(=O)ONc2ccc(N=NC(=O)c3ccccc3O)cc2)cc1	·	25.2µM*
CC1CN(C)C(C)CC1NCc1ccc2c(c1)OCO2 (centres undefined)	4.8%	0.6%
CCOc1ccc(CCNC(=O)CN2CCN(Cc3ccccc3F)C2=O)cc1OCC	·	-2.4%
CC(=O)OCC(=O)c1ccc2ccn(C(C)=O)c2c1	-0.3%	-4.1%
CN(C(=O)CCN1C(=O)C(C)(C)Nc2ccccc21)c1ccccc1	4.8%	-1.7%
CCCN1CCN(CCCNC(=O)Cn2ncc3c4ccccc4n(C)c3c2=O)CC1	-5.4%	-6.0%
COc1cccc2cc(C(=O)NNC(=O)c3ccc(Br)cc3)c(=O)oc12	-3.7%	1.3%
COc1ccc(OC)c(N=c2oc3c(OC)cccc3cc2C(=O)NCc2ccco2)c1	-2.3%	7.0%
COc1ccc(C2Nc3ccccc3NC3=C2C(=O)CC(c2ccccc2)C3)c(OC)c1 (centres undefined)	0.5%	-0.2%
Cc1ccccc1OCC(=O)N/N=C\C=N\NC(=O)COc1ccccc1C	-1.1%	-2.4%
CC12C=CC(C)(O1)C1C(=O)N(c3ccc(F)cc3)C(=O)C12 (centres undefined)	0.0%	3.3%
CCOc1ccc(C(=O)NCC(=O)OCC(=O)N2C(C)CCCC2C)cc1 (centres undefined)	·	-1.2%
O=C(CCc1ccccc1)NCc1ccc(F)cc1	2.8%	1.1%
CC(C)(O)C1=NOC(c2ccccc2)C1 (centres undefined)	-0.6%&-1.7%	3.6%&2.6%
COC(=O)C1=C(C)NC(=O)CC1c1ccccc1F (centres undefined)	-3.1%	1.8%
O=C(CC1(O)C(=O)N(Cc2ccccc2Cl)c2ccccc21)c1ccco1 (centres undefined)	-8.9%	-1.5%
COc1ccccc1OC(=O)c1ccc(SC)cc1OC	0.9%	3.9%
CCC(C)[C@H](NC(=O)N1CCN(c2cccc(C(F)(F)F)c2)CC1)C(=O)OC (some centres undefined)	·	-4.6%
COc1cc(OC)cc(C(=O)NCCOc2ccccc2)c1	·	-1.9%
O=S(=O)(NCc1ccc(Cl)cc1)c1ccccc1	-6.5%	1.2%
O=C(Nc1ccc(NC(=O)c2cc3ccccc3o2)cc1)c1ccco1	2.2%	1.8%
CC(=O)CSc1nnc(-c2cnccn2)n1-c1ccccc1	·	-0.2%
Cn1ccc(=O)c2cc(Br)ccc21	-3.2%	5.0%
COc1ccc(C(CC(=O)C(C)C)C2C(=O)c3ccccc3C2=O)cc1 (centres undefined)	2.2%	4.9%
Cc1cccc(OCCOC(=O)C2CCN(S(=O)(=O)c3cccs3)CC2)c1	-4.3%	-1.2%
O=C1CCCCN1CCc1c[nH]c2ccccc12	·	3.3%
O=C(O)CCc1nnc2n(Cc3ccc(F)cc3)c(=O)c3ccccc3n12	-5.6%	-1.8%
Cc1ccc(Nc2nc(N)nc(CN3CCN(C)CC3)n2)cc1	-5.0%	3.3%
COc1cccc(NC(=O)CSc2nnc(Cn3nnc4ccccc43)n2C)c1	·	-0.4%
O=C(COc1ccc2ccccc2c1)N/N=C\c1cc(O)c(O)c(Br)c1	-1.2%	2.4%
O=C(c1cccs1)N(Cc1ccco1)Cc1cc2ccccc2[nH]c1=O	-13.9%	4.7%
COc1ccccc1N1CCN(C(c2ccc(N(C)C)cc2)c2nnnn2CCc2ccccc2)CC1 (centres undefined)	·	3.5%
CCOc1ccc(C(=O)Nc2cccc(NC(=O)c3cccc(Cl)c3)c2)cc1Cl	-1.5%	7.3%
NS(=O)(=O)c1ccc(NC(=O)C2CCCN(S(=O)(=O)c3ccc(F)cc3)C2)cc1 (centres undefined)	·	2.8%
COC(=O)C1=NNC2C(=O)N(c3ccc(Cl)cc3)C(=O)C12 (centres undefined)	-0.8%	-7.9%
Cc1c(C(=O)Nc2ccccc2)sc2nc(-c3ccccc3)cn12	-5.9%	·
O=C(N1CCOCC1)N(CCN1CCOCC1)Cc1cccc2ccccc12	·	4.9%
Cc1cc(C)c(S(=O)(=O)Nc2ccc(OCC(=O)O)cc2)c(C)c1	-0.3%	3.2%
COc1ccc(-n2nnnc2SCC(=O)N2CCOCC2)cc1	-8.3%	6.8%
Cc1c(C(=O)Nc2ccc(Oc3ccccc3)cc2)sc2nc3n(c(=O)c12)CCC3	·	1.0%
CCOC(=O)CSC1=C(C#N)C(c2ccccc2OC)CC(=O)N1 (centres undefined)	-5.6%	-0.9%
CC(C)(C)C(=O)Nc1ccc(S(=O)(=O)c2ccc(NC(=O)C(C)(C)C)cc2)cc1	·	0.7%
O=C1C=CC(=O)N1c1cccc(Br)c1	2.7%	-7.7%
c1ccn2c(SCc3ccc4c(c3)OCCO4)nnc2c1	-1.5%	-6.7%
Cn1nnnc1SCC(=O)Nc1ccccc1	-1.8%	-4.8%
CCc1ccc(OC)c(S(=O)(=O)Nc2ccccc2C)c1	-4.2%	-3.9%
Cc1ccc(C(=O)CC2(O)C(=O)N(Cc3ccc4c(c3)OCO4)c3ccccc32)cc1 (centres undefined)	-4.3%	8.2%
Cc1occc1-c1nnc(SCC(=O)c2ccc(F)cc2)n1Cc1ccco1	0.8%	-3.9%
Cc1ccc(N(CC(=O)N2CCc3ccccc32)C2=NC(=O)CS2)cc1	-13.0%	-0.4%
CC(=O)C12c3ccccc3C(c3ccccc31)C1C(=O)N(c3cccc(C(=O)O)c3)C(=O)C12 (centres undefined)	-1.6%	2.1%
CCCc1nc2oc3cc(OC)ccc3c(=O)c2c(=O)n1Cc1ccco1	5.0%	4.0%
CCOC(=O)c1c(CN(CC)CC)oc2ccc(OC)cc12	·	-0.4%
CCOCc1ccc(O)c2ncccc12	2.2%	0.7%
Cc1ccc(N2NC(=O)/C(=C/c3ccc(N4CCOCC4)cc3)C2=O)cc1C	0.0%	1.6%
CCn1c(NCc2ccccn2)nc2ccccc21	·	5.1%
More entries.
SMILES	Rat MKP-3 inhibitors	Hsp70 displacement
O=C(Nc1cccc(Cl)c1)c1ccc(CN2CCN(c3ccccc3)CC2)cc1	3.6%	1.6%
COc1cc(NC(=O)Cn2c(C)cc3ccccc3c2=O)cc(OC)c1OC	·	4.9%
COC(=O)c1c(NC(=O)c2cccc(C)c2)sc(Cc2ccccc2)c1C	2.7%	1.2%
CN1CCN(C(=O)c2cc3c(s2)-c2ccccc2S(=O)(=O)C3)CC1	-4.3%	1.2%
Cc1ccc(CSc2nnc(-c3ccco3)o2)cc1	·	7.4%
COc1cccc(C2NC(=O)NC(C)=C2C(=O)Nc2ccccc2C)c1 (centres undefined)	4.0%&1.3%	2.2%&0.3%
CCOC(=O)N1CCN(C(=O)Nc2sc3nc4n(c(=O)c3c2C)CCC(C)CC4)CC1 (centres undefined)	-4.0%	4.6%
CSc1ccccc1NC(=O)c1cc2n(n1)C(C(F)(F)F)CC(c1ccc(Br)cc1)N2 (centres undefined)	2.0%	6.8%
COc1ccc(N2CCN(Cc3nc4c(c(=O)n(C)c(=O)n4C)n3CC(C)=O)CC2)cc1	·	-0.2%
O=C(CSc1nnc(CN2CCOCC2)n1-c1ccccc1)N1CCc2ccccc21	-1.8%	5.6%
CCOC(=O)c1ccc2c(c1)N(CC(=O)N1CCCCC1)C(=O)C(C)(C)O2	·	3.9%
CCOC(=O)c1c(NC(=O)C2C3CCC(O3)C2C(=O)O)sc2c1CCCC2 (centres undefined)	4.1%	5.2%
CC(C)NC(=O)CCS(=O)(=O)c1cccc2nonc12	·	1.3%
CCOc1ccc2c3c(c(=O)oc2c1OCC)CCCC3	2.5%	2.7%&-0.1%
CCOC(=O)c1cc2sc(C)cc2n1CCCN1C(=O)c2ccccc2C1=O	·	3.2%
CC(=O)c1cccc(NC(=O)N2CCCC2C(=O)NC2CCCCC2)c1 (centres undefined)	-9.5%	5.7%
CCn1cc(Br)c(-c2nc3ccccc3c(=O)n2N)n1	1.6%	-1.5%

Screening results as filed in PubChem.

These rows are one share of the data; rates above refer to the full screens.
